GLP-1R agonist – activates the human GLP-1 receptor; HEK293 GLP-1R CRE-luciferase, luminescence, 4-6 h; cells express a hypersensitive GLP-1R form; Potency, µM (doses to about 45.6 µM), for inactives: top-dose activation, actives largely listed as activators; hit rate 0.007% among 380,000; also: potency is read from the fitted curve at half-maximal effect; % of control where 0% means no effect
Target sequence (P43220 whole entry, looked up): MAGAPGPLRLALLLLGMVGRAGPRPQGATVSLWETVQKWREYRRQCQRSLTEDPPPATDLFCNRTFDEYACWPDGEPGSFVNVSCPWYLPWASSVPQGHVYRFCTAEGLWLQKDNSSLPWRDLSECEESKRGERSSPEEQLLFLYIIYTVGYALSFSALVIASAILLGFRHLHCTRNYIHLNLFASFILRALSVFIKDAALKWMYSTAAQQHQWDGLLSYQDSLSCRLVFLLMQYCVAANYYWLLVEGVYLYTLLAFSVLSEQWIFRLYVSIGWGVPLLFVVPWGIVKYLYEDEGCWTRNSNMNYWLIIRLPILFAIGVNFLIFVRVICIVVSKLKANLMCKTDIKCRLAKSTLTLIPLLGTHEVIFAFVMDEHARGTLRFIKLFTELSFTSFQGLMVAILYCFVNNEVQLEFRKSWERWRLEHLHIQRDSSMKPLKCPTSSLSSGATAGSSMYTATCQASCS
PLK1 PBD block – PLK1 (human) polo-box domain binding inhibition. P53350. Plk1 PBD binding of FITC phosphopeptide, fluorescence polarization. Potency, µM, for inactives: max response, negative = inhibition, hits mostly inhibitors. hit rate 2.8% among 360,000; also: potency is read from the fitted curve at half-maximal effect; series mostly up to about 57 µM; % is scaled to controls: 0 for no effect and ±100 for the full control effect; nearly all actives have a fitted effect of over 65% in size
PTHR1 ag – PTHR1 (human) receptor agonism | HEK293 GP2 PTHR1 cells, GloSensor cAMP luminescence, 1 h | Potency, µM (highest dose often 115 µM), for inactives: top-dose activation, most hits filed as activators | hit rate 0.075% among 410,000; also: potency is read from the fitted curve at half-maximal effect; nearly all actives have a fitted effect of over 55% in size; some results filed as inactive show a strong effect at the top dose; inactives centre near -15; many of its hits are not listed in these tables
Target sequence (Q03431 whole entry, looked up): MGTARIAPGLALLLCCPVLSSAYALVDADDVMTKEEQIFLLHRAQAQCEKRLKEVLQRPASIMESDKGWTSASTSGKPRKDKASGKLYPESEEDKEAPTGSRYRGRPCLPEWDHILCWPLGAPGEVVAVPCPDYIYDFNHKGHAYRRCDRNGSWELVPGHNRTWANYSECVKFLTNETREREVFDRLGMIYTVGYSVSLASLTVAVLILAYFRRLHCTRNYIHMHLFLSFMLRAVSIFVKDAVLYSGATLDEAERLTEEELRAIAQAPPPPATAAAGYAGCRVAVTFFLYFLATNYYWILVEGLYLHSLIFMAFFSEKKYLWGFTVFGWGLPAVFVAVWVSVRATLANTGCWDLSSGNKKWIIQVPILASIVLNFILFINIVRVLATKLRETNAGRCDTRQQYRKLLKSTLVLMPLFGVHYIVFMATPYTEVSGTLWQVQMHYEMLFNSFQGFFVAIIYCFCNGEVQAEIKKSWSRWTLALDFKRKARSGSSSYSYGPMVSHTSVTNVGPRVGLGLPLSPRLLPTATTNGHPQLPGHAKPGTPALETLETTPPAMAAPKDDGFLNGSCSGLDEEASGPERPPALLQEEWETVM
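HEK-293-derived GP2 cells expressing PTHR1 and a GloSensor cAMP reporter, 3,000/well, plated overnight, given luciferin plus IBMX (each 0.5 mM as added) for 1 h at 37 °C, then compound for 1 h at 37 °C. Luminescence was read after 15 min at room temperature.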
EPAC1 antagonist – antagonists of human EPAC1; O95398; EPAC1 GEF assay, Rap1b-BODIPY-GDP exchange fluorescence; Potency, µM (series often up to 115 µM), inactives show top-dose activity change, negative = inhibition, most hits filed as inhibitors; hit rate 0.14% among 360,000; AID 720709;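 also: potency is read from the fitted curve at half-maximal effect; plate controls were vehicle for no effect and positive control for full effect; nearly all actives have a fitted effect of over 50% in size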
HEK293 tox – cytotoxic in the GLP-1 receptor inverse agonist counter-screen; HEK293 cAMP-luciferase reporter cells, luminescence, 24 h; Potency, µM (top dose mostly 38.3 µM), for the others: at the top dose activity change, negative = inhibition, actives largely listed as inhibitors; hit rate 0.13% among 410,000; AID 624418;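 also: loss of luciferase light is scored as toxicity; potency is read from the fitted curve at half-maximal effect; % is scaled to controls: 0 for no effect and ±100 for the full control effect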
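1536-well qHTS counterscreen of the MLSMR; 200 cells/uL, 12 h pre-incubation, 23 nL cpd, 24 h at 37 deg C 5% CO2, luciferase detection reagent, 12 min RT, luminescence. Inhibition = undesired.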
IL2 activator – activates IL-2 in a cell-based reporter assay | hit rate 0.065% among 360,000 | AID 652025 | IL-2 activation reporter assay, cell-based qHTS; stimulated with anti-CD3/CD4/CD28 beads; in transgenic mouse T cells | activation, % (series mostly up to about 46 µM); in the data active = activation above about 50%; inconclusive = mostly about 30% to 49%; also: 0% is about no effect
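Quantitative HTS in unstimulated transgenic mouse T cells, with memory T cells as non-tolerant control and PMA/ionomycin as tolerance-bypass control. Compound pretreatment lasted 60 minutes before 18 h bead stimulation; EGFP/DsRed fluorescence read.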
GLP-1R inv ag – inverse agonists of human GLP-1 receptor; P43220; HEK293 GLP-1R CRE-luciferase, luminescence, 24 h; GLP-1R form is constitutively active; Potency, µM (doses to about 38.3 µM), for the others: at the highest dose activity change, negative = inhibition, most hits filed as inhibitors; hit rate 1.6% among 410,000; AID 624417; also: potency is read from the fitted curve at half-maximal effect; % is scaled to controls: 0 for no effect and ±100 for the full control effect; nearly all actives have a fitted effect of over 55% in size
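qHTS in 1536-well format: reporter HEK293 cells expressing constitutive GLP-1R activity in DMEM + 10% Nu serum, 24 hr with compounds at 37 deg C, luminescence read after 12 min with detection reagent.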
EPAC1 ag – activates human EPAC1 exchange factor; O95398; Potency, µM (doses to about 154 µM), for the others: at the top dose activation, most hits filed as activators; hit rate 0.073% among 360,000; EPAC1 agonist qHTS, biochemical assay; response scale: 100% = response to 6.5 mM cAMP; also: potency is read from the fitted curve at half-maximal effect; nearly all actives have a fitted effect of over 60% in size
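Nucleotide exchange by EPAC1 (100 nM) on Rap1B–BODIPY-GDP (250 nM) in the presence of 50 uM GDP is tracked fluorescently at 480/540 nm over 30 min. Signals are normalized to a 6.5 mM cAMP control.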
PI5P4K alpha inh – blocks human PI5P4K alpha kinase activity; hit rate 1.2% among 330,000; max response, %; PI5P4Kalpha enzyme, ADP-Glo luminescence, 60 min; active compounds read low; AID 652105; P48426; active = max response of -50% or lower; inconclusive = between -30% and -50%; inactive = -30% or higher; also: value at the top dose of about 77 µM; % is scaled to controls: 0 for no effect and ±100 for the full control effect
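Enzyme plus substrate dispensed, test compounds pinned in, then ATP (5 microM final) added. After 60 min at RT, ADP-Glo reagent 1 for 45 min and reagent 2 for 30 min preceded luminescence imaging.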
* = called active by the depositor; i = inactive; ? = inconclusive; / = not tested or not shown; & = joins results of further samples; [ ] = remark or other dose. Unless noted, calls follow the shape of the dose curve; as a rule, active = well fitted curve in the direction sought with a large enough effect; inconclusive = small, poorly fitted or top-dose-only effect, or another doubt; inactive = no such curve, though single readings can be large; an effect the other way counts as inactive or inconclusive. An excerpt. The share of hits here may be higher or lower than overall.

SMILES | GLP-1R agonist | PLK1 PBD block | PTHR1 ag | EPAC1 antagonist | HEK293 tox | IL2 activator | GLP-1R inv ag | EPAC1 ag | PI5P4K alpha inh
CN(C)c1ccc(CNC(=O)CN2CCSc3ccc(S(=O)(=O)N(C)C)cc32)cc1 | 18% | / | -15% | / | -13% | / | -9% | / | /
COc1cccc(-c2nnn(CC(=O)NC3CCCC3)n2)c1OC | -4% | -5% | i | 5% | -10% | -3.5 | 8% | 6% | 1
Cn1c(N)c(C(=O)COC(=O)Cc2c(F)cccc2Cl)c(=O)n(C)c1=O | 5% | 2% | -9% | 15% | -1% | 5.7 | 12% | 8% | -2
CCN1CCN(S(=O)(=O)c2ccc(Cl)c(C(=O)NC3CCCC3)c2)CC1 | -2% | 0% | i | -2% | 15% | -1.5 | 10% | 12% | 4
Cc1ccc(C(=O)CSc2nsc(C)c2C#N)cc1 | 4% | 15µM* | -14%[57.5 µM] | -1% | 8% | 0.9 | 14% | 3% | -24
COc1cc(C2/C(=C(\O)c3ccc4c(c3)CC(C)O4)C(=O)C(=O)N2Cc2ccco2)ccc1O (stereo not drawn) | -9% | -6% | i | -3% | -6% | 1.6 | 0% | 3% | 3
Cc1ccc(NC2CCCN(C(=O)c3cnsn3)C2)cc1C (stereo not drawn) | 9% | -4% | i | 0% | 3% | -3.2 | ? | 3% | -1
CCc1ccccc1NC(=O)C(CC)Sc1nc2cc3c(cc2c(=O)n1Cc1ccco1)OCO3 (stereo not drawn) | 26% | -14% | i | -3% | -3% | -1.5 | -1% | 6% | /
COc1cccc(NC(=O)CN(C)C(=O)CNC(=O)c2ccc(Oc3ccccc3)cc2)c1 | -4% | -1% | -25% | 1% | -1% | -0.6 | ? | 63µM* | 6
Cc1c(C)n(CCc2ccccc2)c2ncnc(NN)c12 | 20% | -10% | -13% | -23% | -8% | -2.0 | -1% | 6% | -9
COCCCNC(=O)CC(NS(=O)(=O)c1ccc(C)cc1)c1ccc(OC)cc1 (stereo not drawn) | -8% | -6% | 0%[57.5 µM] | 1% | -1% | -0.1 | 1% | 1% | /
Cc1cccc(OCCC(=O)NCC(c2ccccc2)N(C)C)c1 (stereo not drawn) | -2% | -7% | -8%[57.5 µM] | 12% | 6% | -0.7 | 9% | 8% | /
COc1ccc(C(=O)COC(=O)c2ccc(Cl)nc2)c(OC)c1 | 2% | -5% | -17% | -2% | 11% | -0.1 | 4% | ? | ?
O=C(/C=C/c1ccc(Cl)cc1)NC1CCS(=O)(=O)C1 (stereo not drawn) | 1% | -6% | i | -7% | 17%[7.66 µM] | 2.8 | 15%[7.66 µM] | 4% | 2
CCOC(=O)N1CCN(C(=O)Cn2ccc3ccccc3c2=O)CC1 | -8% | 1% | -4% | 11% | -23% | -2.4 | 14% | 4% | 1
O=C(Nc1ccccc1)/C(=C/c1ccc(F)cc1)NC(=O)c1ccco1 | 11% | 0% | i | -9% | -2% | -0.4 | 1% | -7% | -5
CC(=O)NCCNc1nc(NC(C)C)nc2ccsc12 | 9% | 1% | i | 7% | 5% | -0.2 | 21% | -3% | 0
COc1cccc(CCc2nnc(CCC(=O)N3CCCC3c3nccs3)o2)c1 (stereo not drawn) | -3% | -3% | -17% | 4% | 3% | 0.6 | 3% | 7% | -2
CCC(c1nnnn1Cc1cccs1)N1CCN(c2nc3ccccc3s2)CC1 (stereo not drawn) | -2% | -6% | -26%[57.5 µM] | -1% | 17% | -2.7 | ? | 4% | 7
Cc1ccc(OCC(=O)c2cc(C)n(Cc3ccco3)c2C)c([N+](=O)[O-])n1 | 5% | 0% | -24% | 13% | -25% | -0.2 | ? | 8% | -11

Looked up above:
IL2 activator result of COc1cccc(CCc2nnc(CCC(=O)N3CCCC3c3nccs3)o2)c1 (stereo not drawn) = 0.6
PLK1 PBD block result of O=C(Nc1ccccc1)/C(=C/c1ccc(F)cc1)NC(=O)c1ccco1 = 0%
PTHR1 ag result of CCC(c1nnnn1Cc1cccs1)N1CCN(c2nc3ccccc3s2)CC1 (stereo not drawn) = -26%[57.5 µM]

(listing goes on)
SMILES | GLP-1R agonist | PLK1 PBD block | PTHR1 ag | EPAC1 antagonist | HEK293 tox | IL2 activator | GLP-1R inv ag | EPAC1 ag | PI5P4K alpha inh
O=C(Cc1ccc(Br)cc1)Nc1cccc(S(=O)(=O)N2CCOCC2)c1 | 9% | 0% | -51%[inhibitor] | -11% | 8% | -0.2 | ? | 10% | 19
O=C(CCCN1C(=O)/C(=C/c2cccs2)SC1=S)NNC(=O)c1ccncc1 | 4% | 6% | i | 3% | -23% | -3.3 | -5% | 5% | 4
NC(=O)[C@@H]1CCCNc2c(F)cc([N+](=O)[O-])cc2C(=O)N[C@@H](CCC(=O)O)C(=O)N[C@@H](CO)C(=O)N1 | -7% | -8% | -22% | 1% | 0% | 2.2 | -3% | 10% | -5
O=C1C2C3C=CC(C2C(=O)N1CCCO)C1C2C(=O)N(CCCO)C(=O)C2C31 (stereo not drawn) | -11% | -1% | i | 18% | 1% | -3.8 | 3% | -3% | /
COc1ccc(-n2cnnc2SCC(=O)Nc2cccc(S(=O)(=O)N3CCCCC3)c2)cc1 | -15% | 1% | -14% | 7% | -9% | -0.2 | -2% | -1% | 1
CC(=O)c1c(C)[nH]c(C(=O)N2CC(C)CC(C)C2)c1C (stereo not drawn) | 2% | 2% | -50%[inhibitor] | 14% | -18% | 0.3 | -28% | 6% | 7
COc1cc(OC)cc(C(=O)Nc2nc(CC(=O)NCc3ccccc3OC)cs2)c1 | -14% | -7% | -10% | -14% | ? | -6.1 | 10µM* | 7% | 1
Cc1nc(NC(=O)CSc2ccccc2N)sc1C | 9% | ? | i | 8% | -10% | 0.0 | 13% | -2% | /
Cc1ccccc1NC(=O)CCN1CCCC1 | 2% | -2% | -5% | 0% | 4% | 0.6 | 18% | 6% | 1
CCCN(C(=O)c1ccco1)c1nnc(-c2ccncc2)s1 | 18% | -6% | -16%[57.5 µM] | -3% | -2% | -0.2 | 55%[activator] | -8% | -3
CCC(Sc1ccccn1)C(=O)Nc1cccc([N+](=O)[O-])c1 (stereo not drawn) | 14% | 21µM* | i | -25% | -2% | -3.5 | ? | 12% | -15
COc1ccc(OCC(O)CNc2ccc(Br)cc2)cc1 (stereo not drawn) | 2% | -6% | -4%[57.5 µM] | -11% | -10% | -0.9 | -27% | 20% | /
CN1CCN(C(=S)NC(=O)/C=C/c2ccccc2)CC1 | -16% | 0% | i | 6% | 3% | -2.3 | -28% | 0% | /
O=C(COc1ccc(Br)cc1)NCCCNC(=O)c1cnccn1 | 12% | -10% | i | 10% | -7% | 0.3 | 2% | 8% | 6
Cc1ccc2nc3n(c(=O)c2c1)-c1ncccc1C(=O)NC3Cc1ccc(O)cc1 (stereo not drawn) | 3% | 6% | -29% | 16% | -6% | -3.2 | 1% | -5% | -1
COc1ccc(CN2CCNC(=O)C2CC(=O)N(C)C2CCOCC2)c(F)c1 (stereo not drawn) | 4% | -1% | -10% | 3% | -9% | -2.7 | 12% | -7% | 0
CCOC(=O)CSc1nnc(CNC(=O)Cc2ccccc2)n1-c1ccccc1OC | -16% | -8% | -7%[57.5 µM] | 5% | 7% | -1.9 | 31%[activator] | -2% | /
CCN(CCn1cccn1)C(=O)CC1C(=O)NCCN1Cc1cc(OC)cc(OC)c1 (stereo not drawn) | 9% | -15% | ? | -21% | 2% | 0.2 | -3% | 12% | 5
O=C(NNS(=O)(=O)c1ccccc1[N+](=O)[O-])c1ccc(F)cc1 | -1% | -3% | -55%[inhibitor] | -15% | -2% | -3.1 | ? | -16% | 4
COc1nc(OCC#N)nc(N(C)C)n1 | 0% | -1% | i | 9% | 1% | -0.1 | 27% | -2% | -2

The closing 2 compounds of the section above open the next one.
SMILES | GLP-1R agonist | PLK1 PBD block | PTHR1 ag | EPAC1 antagonist | HEK293 tox | IL2 activator | GLP-1R inv ag | EPAC1 ag | PI5P4K alpha inh
O=C(NNS(=O)(=O)c1ccccc1[N+](=O)[O-])c1ccc(F)cc1 | -1% | -3% | -55%[inhibitor] | -15% | -2% | -3.1 | ? | -16% | 4
COc1nc(OCC#N)nc(N(C)C)n1 | 0% | -1% | i | 9% | 1% | -0.1 | 27% | -2% | -2
COc1ccc(C)cc1NC(=O)CSCc1cc(=O)n2c(C)csc2n1 | -1% | -5% | -5% | -2% | -7% | 0.9 | 0% | 6% | 0
CSc1ccc(CCNC(=O)c2ccc(CS(=O)Cc3ccc(Cl)cc3)o2)cc1 (stereo not drawn) | 11% | -3% | -18% | -1% | -13%&-10% | -3.6 | ? | -10% | 1
COc1ccc([C@H]2C[C@@H](O)[C@H](n3cc(C4CC4)nn3)CN2Cc2cccs2)cc1 | 6% | 4% | -2% | 5% | 5% | -0.7 | ? | -4% | 2
CN(Cc1ccccc1)c1c([N+](=O)[O-])c(=O)n(C)c2ccccc12 | 26% | 3% | -34% | 5% | -25% | -0.3 | -21% | 9% | -7
CCCCNC(=O)COC(=O)c1cc2c(C)nn(-c3ccccc3)c2s1 | 11% | -7% | -3%[57.5 µM] | -8% | 6% | 1.5 | -6% | 2% | -14
CSc1nc(Cc2ccc(Cl)cc2)nc2ccccc12 | 8% | -1% | -7% | 9% | 10% | 2.1 | 0% | 9% | /
C=CCn1c(SCC(=O)NC2CCCC2)nc2scc(-c3ccco3)c2c1=O | 8% | -29% | i | ? | -29% | -2.4 | ? | -10% | -83*
COc1ccc(CCNC2=CC(=O)CCC2)cc1OC | 1% | -4% | 3% | -7% | -6% | 1.0 | 34%[activator] | -7% | 1
Cc1c2ccccc2cc[n+]1CCCS(=O)(=O)[O-] | 8% | -5% | -19% | 15% | -6% | -2.8 | 2% | -9% | 0
CCCC(=O)C1=C(O)C(C(=O)OC)C(C)(C)CC1=Nc1ccc(OC)cc1 (stereo not drawn) | 16% | -17% | -52%[inhibitor] | 9% | 10% | -1.6 | ? | 1% | 8
COc1ccc(NC(=O)Cn2c(=O)n(CC(=O)NCc3ccco3)c(=O)c3ccccc32)cc1OC | 0% | 0% | i | 0% | 2% | -0.9 | 55%[activator] | -1% | -3

High-throughput results deposited in PubChem BioAssay by National Center for Advancing Translational Sciences (NCATS).
